# Screens: PubChem BioAssay, National Center for Advancing Translational Sciences (NCATS)
# GPT2 inh – Primary qHTS assay for inhibitors of Glutamate pyruvate transaminase 2 (GPT2). Alanine aminotransferase 2 (Homo sapiens), Q8TD30. Potency, µM (top dose mostly 57.7 µM), without a hit: at the top dose activity change, negative = inhibition, usual class: inhibitors. AID 1671188, 2021. Recombinant GPT2, coupled pyruvate oxidase/HRP Amplex Red fluorescence. actives 0.25% (n = 100,000); also: potency is read from the fitted curve at half-maximal effect; nearly all actives have a fitted effect of over 60% in size; many of its hits are not listed in these tables
#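 Fluorescence of coupled pyruvate oxidase/HRP/Amplex Red system (50uM Amplex, 30 min, dark) reports pyruvate formed by GPT2. Enzyme reaction: 10ng/uL GPT2, 2mM L-alanine, 250uM a-KG, 30 min room temperature, pH 7.5; 50uM AOA control.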
# HEK293 tox – Cytotoxic Profiling in HEK 293 Cell Line of Diverse Libraries Using Quantitative High-Throughput Screening; HEK 293 viability, ATP luminescence (CellTiter-Glo), 48-72 h; actives 6.6% (n = 94,000); Potency, µM (highest dose often 115 µM), for inactives: at the top dose activity change, negative = cytotoxicity, most hits filed as inhibitors; AID 1345083, 2018; also: potency is read from the fitted curve at half-maximal effect; nearly all actives have a fitted effect of over 60% in size
#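 ATP-coupled CellTiter-Glo luminescence served as viability read-out, recorded 10 min after reagent addition at room temperature. HEK 293 cells, 250 cells/well, had been incubated with pintool-transferred compound for 48 or 72 hr at 37 degree Celsius.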
# FLuc inh – Firefly luciferase inhibition profiling of diverse chemical library using quantitative high-throughput screening; purified P. pyralis luciferase, luminescence, biochemical; Potency, µM (series often up to 115 µM), for the others: top-dose activity change, negative = inhibition, actives largely listed as inhibitors; actives 2.5% (n = 76,000); AID 1347043, 2019; also: potency is read from the fitted curve at half-maximal effect; nearly all actives have a fitted effect of over 65% in size
# Target sequence (P08659 whole entry, looked up): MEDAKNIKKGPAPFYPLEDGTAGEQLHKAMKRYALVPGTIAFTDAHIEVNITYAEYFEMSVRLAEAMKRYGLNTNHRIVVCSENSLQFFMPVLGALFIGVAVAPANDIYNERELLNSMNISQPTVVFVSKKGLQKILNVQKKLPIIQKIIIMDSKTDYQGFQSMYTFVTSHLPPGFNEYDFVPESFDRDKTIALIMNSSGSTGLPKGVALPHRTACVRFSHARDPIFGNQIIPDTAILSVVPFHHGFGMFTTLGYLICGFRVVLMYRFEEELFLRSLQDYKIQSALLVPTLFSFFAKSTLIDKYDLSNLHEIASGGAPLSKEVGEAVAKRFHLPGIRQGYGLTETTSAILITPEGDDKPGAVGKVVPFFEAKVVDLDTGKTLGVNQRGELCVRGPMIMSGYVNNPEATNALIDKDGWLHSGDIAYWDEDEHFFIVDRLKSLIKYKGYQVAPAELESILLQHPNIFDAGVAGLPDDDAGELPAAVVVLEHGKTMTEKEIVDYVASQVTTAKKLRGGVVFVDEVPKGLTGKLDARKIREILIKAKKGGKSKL
#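 Biochemical qHTS: compound (6-point titration) added to 10uM D-luciferin plus 10uM ATP in Tris acetate pH 7.5 buffer with Mg, Tween-20 and BSA, then purified enzyme at 10nM; light output imaged.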
# IP6K1 inh – Primary qHTS assay for small molecule inhibitors of Inositol hexaphosphate kinase 1 (IP6K1); Inositol hexakisphosphate kinase 1 (Homo sapiens), Q92551; IP6K1 kinase, ADP-Glo luminescence, 2 h; active compounds read low; activity change, % (series mostly up to about 58 µM); actives 0.81% (n = 140,000); in the data active = activity change below about -25%
# Target sequence (Q92551 whole entry, looked up): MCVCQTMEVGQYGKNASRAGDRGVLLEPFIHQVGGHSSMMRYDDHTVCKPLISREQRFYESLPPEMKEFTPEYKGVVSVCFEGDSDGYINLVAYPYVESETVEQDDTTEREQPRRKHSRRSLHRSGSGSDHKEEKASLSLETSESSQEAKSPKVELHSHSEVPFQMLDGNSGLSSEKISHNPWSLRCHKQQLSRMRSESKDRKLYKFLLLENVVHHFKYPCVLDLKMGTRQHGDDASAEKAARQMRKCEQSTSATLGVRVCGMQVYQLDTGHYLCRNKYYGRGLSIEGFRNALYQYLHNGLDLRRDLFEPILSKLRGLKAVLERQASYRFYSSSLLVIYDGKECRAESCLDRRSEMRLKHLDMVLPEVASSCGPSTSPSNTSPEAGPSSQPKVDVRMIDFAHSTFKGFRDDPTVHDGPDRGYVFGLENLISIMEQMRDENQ
#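 ADP-Glo luminescence measures ADP made by human IP6K1 during a 2 h RT reaction with ATP/IP6 (mix at 1.3 mM/130 uM); top library doses 57.5 and 19.1 uM final.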
# NIH3T3 tox – Cytotoxic Profiling in NIH 3T3 Cell Line of Diverse Libraries Using Quantitative High-Throughput Screening | Potency, µM (highest dose often 96.7 µM), without a hit: at the highest dose activity change, negative = cytotoxicity, usual class: inhibitors | AID 1345082, 2018 | actives 4.3% (n = 94,000) | NIH 3T3 viability, CellTiter-Glo ATP luminescence, 48-72 h; also: potency is read from the fitted curve at half-maximal effect; nearly all actives have a fitted effect of over 55% in size
#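 NIH 3T3 cells at 400 cells/well received 23 nL of compound by pintool and were incubated 48 or 72 h at 37 °C. Viability was read as ATP-coupled CellTiter-Glo luminescence.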
# HEK293 viab – GF-AFC viability counterscreen for inhibitors of alpha-synuclein gene (SNCA) expression | actives 0.12% (n = 150,000) | Potency, µM (series often up to 57.1 µM), without a hit: top-dose activity change, negative = cytotoxicity, actives largely listed as cytotoxic | HEK-293-SNCA-luc viability, GF-AFC fluorescence, 24 h;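 also: potency is read from the fitted curve at half-maximal effect; 0% = DMSO-treated cells and -100% = medium-only wells without cells; nearly all actives have a fitted effect of over 30% in size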
#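 HEK-293-SNCA-luc cells (1500/well) plated 24 h, then exposed 24 h to a dilution series; GF-AFC added 30 min at 37C, fluorescence 405/540 nm; normalised to medium-only and DMSO wells, Hill fit.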
# SNCA expr inhib – Primary qHTS assay for inhibitors of alpha-synuclein gene (SNCA) expression; HEK-293 SNCA-luciferase knock-in, luminescence, 24 h; Potency, µM (doses to about 57.2 µM), for the others: at the top dose activity change, negative = inhibition, actives largely listed as inhibitors; actives 0.17% (n = 140,000);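 also: potency is read from the fitted curve at half-maximal effect; plate controls were DMSO cells for no effect and cell-free wells for full effect; nearly all actives have a fitted effect of over 45% in size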
# * hit, by the source's call; i = inactive; u = inconclusive; x = not tested or not shown; & = joins results of further samples; [ ] = another dose, or the depositor's remark. Unless noted, calls follow the shape of the dose curve; as a rule, active = well fitted curve in the direction sought with a large enough effect; inconclusive = small, poorly fitted or top-dose-only effect, or another doubt; inactive = no such curve, though single readings can be large; an effect the other way counts as inactive or inconclusive. Unless noted, % is scaled to controls: 0 for no effect and ±100 for the full control effect. A portion of the library. The share of hits here may be higher or lower than overall.
# Order of results: FLuc inh, IP6K1 inh, HEK293 tox, HEK293 viab, NIH3T3 tox, GPT2 inh, SNCA expr inhib
CCCCOc1ccc(C(=O)Nc2ccc3c(c2)CCCN3S(=O)(=O)c2ccc(C)cc2)cc1
  x, -15, x, -1%, x, x, -6%
CC1=CC(=O)CC(C)(C)C1(O)CCC(C)O (centres undefined)
  x, 22, x, 1%, x, i, x
COCCN1CCCCCC(O)c2cc(C(=O)N3CCN(CC(C)C)CC3)ccc21 (centres undefined)
  -14%, 5, -21%, -18%, u, -45%, 5%
COC(=O)C1=C(C)NC(C)=C(C(=O)OC(C)(C)CN(C)CCC(c2ccccc2)c2ccccc2)C1c1cccc([N+](=O)[O-])c1 (centres undefined)
  x, 4, x, -28%, x, -11%&-8%, u
N#Cc1cc2c(nc1N1CCN(C3CCCC3)C(CCO)C1)CCCC2 (centres undefined)
  3%, -5, -28%, 1%, -2%, -5%, 4%
O=C(NCCCNC(=O)c1ccc[nH]c1=O)c1cc(-c2ccccc2)on1
  x, -14, x, 1%, x, i, x
CC(C)N1CCCC2(CCN(C(=O)c3cn[nH]c3-n3cnnn3)C2)C1=O (centres undefined)
  -1%, 30, -16%, -6%, -6%, i, -1%
CN(Cc1ccccc1C(F)(F)F)C(=O)Nc1ccc(Cl)cc1
  -5%[172 µM], -11, u, u, 35µM*, -9%[88.5 µM], -18%[87.6 µM]
CCOc1ccc(C(=O)N2CCC(N3C(=O)CCC3C(=O)NC(C)C)CC2)cc1 (centres undefined)
  -10%, -6, -17%, 11%, -10%, i, 9%
O=C(c1ccc(Cl)cc1)N1CCC2(CC1)C(=O)NCN2Cc1ccc(Cl)cc1
  x, -17, 0%, 2%, i, 2%, 0%
CC(C)CC(=O)NCc1nc2cccnc2n1Cc1ccccc1
  x, 4, x, 5%, x, x, 2%
O=C1NC(=O)[C@@H](c2cn3c4c(cccc24)CCC3)[C@H]1c1c[nH]c2ccccc12
  x, x, x, -13%, x, -4%, -26%
COc1cccc(CNC(=O)c2cn3cc(-c4cccc(C(F)(F)F)c4)sc3n2)c1
  x, 0, u, -11%, -9%, i, -3%
COc1ccc(C(=O)N[C@@H]2CCC[C@@H]2C(=O)NCCc2c[nH]c3ccc(OC)cc23)cc1
  -6%, 12, u, -2%, -23%, -8%, -17%
O=C(NC1CCCCC1)N[C@H]1CO[C@H]2[C@@H]1OC[C@H]2O
  -7%[230 µM], -8, i, -3%[87.6 µM], 3%[230 µM], -2%[88.5 µM], -6%[87.6 µM]

# Additional structures:
# Order of results: FLuc inh, IP6K1 inh, HEK293 tox, HEK293 viab, NIH3T3 tox, GPT2 inh, SNCA expr inhib
O=C(Nc1cccc(-c2ccc(N3CCOCC3)nn2)c1)Nc1cccc(Cl)c1F
  1.6µM*, -7, 22µM*, u, 32µM*, -2%, -26%
CNC(=O)c1c(NC(=O)/C=C/c2ccccc2)sc2c1CCC2
  x, -8, x, -1%, x, x, 11%
O=C(c1ccoc1)N1CCC(Oc2ncccc2C(=O)N2CCOCC2)C1 (centres undefined)
  -4%, 24, 2%, 16%, i, 1%, 23%
Cc1cccc(-n2c(=O)c3c(c4cc(C)ccc4n3C)n(CC(=O)NCCC3=CCCCC3)c2=O)c1
  x, -10, x, 0%, x, x, -7%
O=C(NCCc1ccc(Cl)cc1)c1nc(-c2ccc(F)cc2)c2ccccn12
  1%, -1, u, -5%, -7%, -16%, 9%
Cc1ccc(-c2cc(C(=O)N3CCC(Cc4nncn4CC4CC4)CC3)c3ccccc3n2)cc1C
  1.6µM*, 11, u, -18%, 20µM*, i, 1%
Cc1ccccc1NC(=O)N1CCC(CCNC(=O)c2ccco2)CC1
  1%, -9, 19%, 10%, i, i, 8%
COCc1ccc(C(=O)N2CCNCC(C(=O)O)C2)cc1 (centres undefined)
  4%, 1, -14%, -13%, 3%, 4%, u
CCCCN(C(=O)c1cccc(S(=O)(=O)N2CCCCC2)c1)C1CCS(=O)(=O)C1 (centres undefined)
  x, -10, x, 5%, x, x, 0%
COc1cccc(N2C(=O)C(CC(=O)Nc3ccc(F)cc3)N(CCC3=CCCCC3)C2=O)c1 (centres undefined)
  x, -14, x, u, x, x, u
COc1ccc(OC)c(S(=O)(=O)N2C[C@@H](Oc3cccnc3)C[C@H]2C(N)=O)c1
  -10%, 9, 0%, 4%, -9%, i, -2%
CC(=O)c1cccc(NC(=O)CCS(=O)(=O)c2cc3c(cc2C)NC(=O)CO3)c1
  x, -7, x, 15%, x, x, -6%
O=C(c1ccc2ccccc2n1)N1CCN(C(=O)N2CC3CC(C2)[C@H]2CCCC(=O)N2C3)CC1 (some centres undefined)
  -6%, 6, 0%, 17%, -6%, i, 24%
O=c1oc2cc(O)ccc2cc1-c1nnc(Nc2ccccc2F)s1
  x, -10, x, u, x, x, 125%[activator]
COC(=O)c1ccccc1NC(=O)c1ccc2nc(Cc3ccccc3)oc2c1
  x, 22, x, -5%, x, x, -2%

# (next part)
# Order of results: FLuc inh, IP6K1 inh, HEK293 tox, HEK293 viab, NIH3T3 tox, GPT2 inh, SNCA expr inhib
C1CNCC(c2nc(CCOCC3CC3)no2)C1 (centres undefined)
  6%, -8, u, 2%, i, -5%, 7%
Cc1ccc(C2(O)CCN(C(=O)[C@@H](N)Cc3cnc[nH]3)CC2)nc1
  1%, 73, -15%, -15%, -8%, -8%[11.5 µM], -2%
CCOc1cc(=O)n2c(c1C(=O)Nc1ccc(Cl)cc1Cl)CCCC2
  -4%, 13, u, -2%, u, -13%, u
COC(=O)NC1CCN(Cc2ccc(-c3ccsc3)cc2)C1 (centres undefined)
  x, -2, 100µM*, u, u, -1%[88.5 µM], 45%[activator][87.6 µM]
O=[S+]([O-])(c1cccs1)N1CCN(c2nccc(Nc3ccccc3F)n2)CC1
  x, 4, 35µM*, 5%[12.5 µM], 25µM*, 4%, 0%
Cc1ccccc1NS(=O)(=O)c1ccc2[nH]c3c(c2c1)CCCCC3
  x, -12, x, -14%, x, x, -2%
CCc1ccc(C(=O)N2C[C@@H](CO)[C@H](c3ccccn3)C2)cc1
  3%, 7, -19%, 1%, -14%, i, 18%
CCO[C@H]1CN(C(=O)CCc2ccc(-c3ccc(Cl)cc3)[nH]2)C[C@@H]1O
  -5%, -1, u, 8%, u, 3%[11.5 µM], 37%[activator]
COc1ccc(-c2nn(C)c3sc(C(=O)N4CCN(c5ccccc5F)CC4)cc23)cc1OC
  x, 16, x, 0%, x, x, 16%
CCC1=C(c2ccc(C)cc2)S(=O)(=O)N=C1N1CCC(C(=O)NCc2ccc(C)cc2)CC1
  x, 23, x, -23%, x, x, -30%
COc1ccc(C(=O)N(C)Cc2cccn2C)cc1
  -8%[172 µM], 1, -1%[172 µM], 6%[87.6 µM], 0%[138 µM], i, 8%[87.6 µM]
COc1ccc(C(=O)N[C@@H]2CN(c3ncccn3)C[C@H]2CN(C)C)cc1OC
  0%, 14, -7%, 8%, -1%, 1%, -27%
CCC1CN(C(=O)NCc2ccc(F)cc2)c2ccccc2O1 (centres undefined)
  x, 2, x, -7%, x, x, 32%[activator]
Cc1c(Cl)cccc1NC(=O)Nc1ccc2snnc2c1
  x, 1, x, u, x, x, u
Cc1ccc(CNC(=O)CCc2c(C)nc3c4c(C)cc(C)nc4nn3c2C)cc1
  x, 20, x, -1%, x, x, 3%

# Compound profiles, as listed above. Screens in order: FLuc inh	IP6K1 inh	HEK293 tox	HEK293 viab	NIH3T3 tox	GPT2 inh	SNCA expr inhib
# Results for `O=[S+]([O-])(c1cccs1)N1CCN(c2nccc(Nc3ccccc3F)n2)CC1` = x	4	35µM*	5%[12.5 µM]	25µM*	4%	0%
# Results for `Cc1c(Cl)cccc1NC(=O)Nc1ccc2snnc2c1` = x	1	x	u	x	x	u
# Results for `COC(=O)NC1CCN(Cc2ccc(-c3ccsc3)cc2)C1` (centres undefined) = x	-2	100µM*	u	u	-1%[88.5 µM]	45%[activator][87.6 µM]
# Results for `Cc1ccccc1NS(=O)(=O)c1ccc2[nH]c3c(c2c1)CCCCC3` = x	-12	x	-14%	x	x	-2%

# Continuation:
# Order of results: FLuc inh, IP6K1 inh, HEK293 tox, HEK293 viab, NIH3T3 tox, GPT2 inh, SNCA expr inhib
COc1ccc(C(=O)N[C@@H]2CCC[C@@H]2C(=O)N2CCN(c3cccc(Cl)c3)CC2)cn1
  2%, 6, u, u, u, i, u
CO[C@H]1C(=O)N(C(C)C)[C@H]1C1CCN(C(=O)Nc2ccc(C)c(C)c2)CC1
  -3%, 28, u, -1%, -16%, -9%, 3%
CCOc1cccc(CNC(=O)c2nnn3c2COC(c2ccc(C)cc2)C3)c1 (centres undefined)
  2%, -5, -4%, 2%, -7%, i, 1%
C/C=C/C1OC2=C(C(=O)OC2(C)O)C(O)C1O (centres undefined)
  x, 13, x, 11%, x, 2%, x
Cc1ccc(NC(=O)c2nc(S(C)(=O)=O)ncc2N(Cc2ccc(C(C)(C)C)cc2)Cc2ccco2)cc1C
  x, -17, x, 3%, x, x, -26%
Cc1ccc(-n2ncc(C(=O)NCCN3CCN(C)CC3)c2C2CCN(C(=O)OC(C)(C)C)CC2)c(C)c1
  x, -11, x, -4%, x, x, 8%
COc1ccc(NC(=O)Cn2cccc2-c2nc(-c3ccc(F)cc3)no2)cc1
  8%, 8, u, -11%, u, 5%, 4%
CCc1cc(=O)n(CC(=O)Nc2cc(C)on2)c(-c2ccccc2)n1
  0%, -11, u, -22%, u, 0%, -10%
CCOC(=O)c1c(C)[nH]c(C)c1S(=O)(=O)NCC(=O)Nc1ccc(CC)cc1
  x, 0, x, -8%, x, x, -6%

# By substructure, those above with a thiophene ring, fused or not (four)
# Order of results: FLuc inh, IP6K1 inh, HEK293 tox, HEK293 viab, NIH3T3 tox, GPT2 inh, SNCA expr inhib
CNC(=O)c1c(NC(=O)/C=C/c2ccccc2)sc2c1CCC2
  x, -8, x, -1%, x, x, 11%
COC(=O)NC1CCN(Cc2ccc(-c3ccsc3)cc2)C1 (centres undefined)
  x, -2, 100µM*, u, u, -1%[88.5 µM], 45%[activator][87.6 µM]
O=[S+]([O-])(c1cccs1)N1CCN(c2nccc(Nc3ccccc3F)n2)CC1
  x, 4, 35µM*, 5%[12.5 µM], 25µM*, 4%, 0%
COc1ccc(-c2nn(C)c3sc(C(=O)N4CCN(c5ccccc5F)CC4)cc23)cc1OC
  x, 16, x, 0%, x, x, 16%
